Compound activity from PubChem.
USP2a inh = blocks human ubiquitin-specific protease USP2a; O75604; USP2 core, Ub-CHOP2 coupled fluorogenic reporter, 485/531; Potency, µM (series often up to 38.3 µM), for the others: top-dose activity change, negative = inhibition, usual class: inhibitors; 330,000 compounds, 0.01% hits; AID 463254;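 further: potency means the concentration at half of the fitted maximal effect; plate controls were DMSO wells for no effect and full inhibition by NEM control for full effect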
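Deubiquitinase activity read as fluorescence (485/531 nm) after Ub-CHOP2 cleavage activates the enterokinase reporter on its substrate; USP2 core 10nM, Ub-CHOP2 and substrate 25nM each, 30min compound preincubation then 60min RT; data normalized to NEM, curves fitted.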
Mito fusion act = inhibitors of mitochondrial division or activators of mitochondrial fusion; S. cerevisiae fusion-defective mutant growth rescue, CellTiterGlo 48 h; Potency, µM (series often up to 46.1 µM), for the others: at the highest dose growth rescue (activation), actives largely listed as activators; 320,000 compounds, 0.23% hits; AID 485298;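 further: potency means the concentration at half of the fitted maximal effect; % of control where 0% means no effect; nearly all actives have a fitted effect of over 45% in size; temperature-sensitive fusion mutants such as fzo1-1 at 37 °C on non-fermentable ethanol glycerol medium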
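Temperature-sensitive fusion-defective S. cerevisiae (e.g. fzo1-1, mgm1-5) were grown with compound in YPEG medium (3% ethanol, 3% glycerol) for 48 hours at 37C. Growth rescue was measured as viability by CellTiterGlo luminescence after 10 minutes at ambient.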
Eya2 phos inh = Eya2 (human) phosphatase inhibition. O00167. recombinant Eya2, OMFP fluorescence dephosphorylation (OMFP is methylfluorescein phosphate). Potency, µM (top dose mostly 76.9 µM), inactives show at the top dose activity, negative = inhibition, usual class: inhibitors. 330,000 compounds, 0.006% hits; further: potency means the concentration at half of the fitted maximal effect; on the % scale 0 is the no-effect control and ±100 the full control effect
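Eya2 (0.2 uM) preincubated 10 min at ambient with compound, then OMFP substrate added at 50 uM; 10 min reaction in 50 mM HEPES pH 7.5, 50 mM NaCl, 5 uM MgCl2, 0.05% BSA, 1 mM DTT. Fluorescence read at Ex 485/Em 525 nm.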
GALK inh = galactokinase (human) inhibition | P51570 | Purified GALK, Kinase-Glo residual ATP luminescence | Potency, µM (highest dose often 57.5 µM), inactives show at the top dose activity change, negative = inhibition, actives largely listed as inhibitors | 270,000 compounds, 0.007% hits | AID 1868; further: potency means the concentration at half of the fitted maximal effect; on the % scale 0 is the no-effect control and ±100 the full control effect
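5 nM enzyme, 35 uM ATP, 100 uM galactose, 20 mM HEPES pH8.0, 5 mM MgCl2; 1 h RT; residual ATP by Kinase-Glo Plus luminescence, qHTS format.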
Menin-MLL TR inh = inhibitors of human menin-MLL interaction, mutant MLL peptide | O00255 | Menin + Texas Red MLL mutant peptide, fluorescence polarization | Potency, µM (top dose mostly 61.6 µM), inactives show top-dose FP activity change, negative = inhibition, actives largely listed as inhibitors | 270,000 compounds, 0.23% hits | AID 1768; active means well fitted inhibition curve with a large enough effect in the polarisation, with a control signal flat, not every such curve was filed as active; inconclusive means small, poorly fitted or top-dose-only effect, or effect the other way, or a change in a side signal; inactive means no such curve, though single readings can be large or run the other way; the % refers to the polarisation; further: potency means the concentration at half of the fitted maximal effect; % of control where 0% means no effect; many of its hits are not listed in these tables
hERG WT inh = blocks the wildtype human KCNH2 potassium channel | 340,000 compounds, 0.37% hits | activity change, % at 1.84 µM | U2OS, BacMam KCNH2, thallium flux FluxOr; hits give low values;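 active means maximum activity change below -70%; inconclusive means maximum activity change between -70% and -50%; inactive means maximum activity change above -50%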; further: on the % scale 0 is the no-effect control and ±100 the full control effect
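U2OS cells were transduced with wild-type KCNH2 virus (2.03 x 10^8 / mL) for 4 h at room temperature, then cultured overnight at 37 C. Thallium flux was read with FluxOr dye. Rate constants were normalized to DMSO controls.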
MBNL1 CUG block = MBNL1-poly(CUG) RNA binding inhibition; 280,000 compounds, 0.036% hits; Q9NR56; TR-FRET MBNL1-His/biotin-(CUG)12 binding, 665/545 ratio; Potency, µM (titrated, usually from 57.5 µM), for the others: at the highest dose activity change, negative = inhibition, most hits filed as inhibitors; active means well fitted inhibition curve with a large enough effect in the signal ratio, with a control signal flat, not every such curve was filed as active; inconclusive means small, poorly fitted or top-dose-only effect, or effect the other way, or a change in a side signal; inactive means no such curve, though single readings can be large or run the other way; the % refers to the signal ratio; further: potency means the concentration at half of the fitted maximal effect; on the % scale 0 is the no-effect control and ±100 the full control effect
Target sequence (Q9NR56 whole entry, looked up): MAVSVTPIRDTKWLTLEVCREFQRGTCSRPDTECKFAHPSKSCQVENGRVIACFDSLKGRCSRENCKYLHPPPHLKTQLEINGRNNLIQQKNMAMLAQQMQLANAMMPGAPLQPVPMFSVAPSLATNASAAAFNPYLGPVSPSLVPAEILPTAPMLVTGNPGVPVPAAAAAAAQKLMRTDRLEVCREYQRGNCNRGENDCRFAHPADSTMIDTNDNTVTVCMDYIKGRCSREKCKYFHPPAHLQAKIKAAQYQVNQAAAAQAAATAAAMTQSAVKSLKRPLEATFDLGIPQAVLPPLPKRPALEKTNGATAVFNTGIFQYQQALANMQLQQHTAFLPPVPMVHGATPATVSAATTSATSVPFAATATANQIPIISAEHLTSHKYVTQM
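His-tagged MBNL1 binding to biotinylated (CUG)12 RNA was measured by TR-FRET using terbium anti-His antibody (0.055 ng/ul final) and streptavidin-XL665 (5 nM final). Compounds were titrated 92 nM to 58 uM; 60 min at room temperature.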
PKM2 act = increases activity of human pyruvate kinase M2; P14618; purified PKM2, Kinase-Glo ATP luminescence, activation; response scale: 0% is enzyme alone, no compound; Potency, µM (top dose mostly 57.5 µM), for inactives: at the top dose activation, hits mostly activators; 260,000 compounds, 0.34% hits; AID 1631; further: potency means the concentration at half of the fitted maximal effect; on the % scale 0 is the no-effect control and ±100 the full control effect; nearly all actives have a fitted effect of over 55% in size
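Purified hPK-M2 (>95% pure) converted ADP (0.1 mM final) to ATP with 0.5 mM PEP in 50 mM imidazole pH7.2, KCl, MgCl2, Tween 20, BSA; 1 h at room temperature. ATP detected by Kinase-Glo luminescence.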
Chronic BCR inh = blocks chronic active B-cell receptor signaling | 340,000 compounds, 0.05% hits | ABC-DLBCL IkBa-CBG/CBR reporter, luminescence ratio, 4 h | Potency, µM (top dose mostly 46.1 µM), inactives show at the highest dose ratio change, negative = lower green/red ratio, usual class: inhibitors; active means well fitted inhibition curve with a large enough effect in the signal ratio, with a control signal flat, not every such curve was filed as active; inconclusive means small, poorly fitted or top-dose-only effect, or effect the other way, or a change in a side signal; the % refers to the signal ratio;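 further: potency means the concentration at half of the fitted maximal effect; plate controls were basal doxycycline-induced cells for no effect and cells given 10 µM MG132 for full effect; MG132 reads +100%, hits lower the ratio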
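Compounds up to 46 uM were incubated four hours with TMD8 cells whose green CBG68 luciferase is fused to IkappaBalpha; red CBR luminescence normalised the signal, and concentration-effect curves were fitted to fusion, red and ratio data.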
ASM inhibitor = inhibitors of human secretory acid sphingomyelinase | P17405 | placental ASM, HMU-PC fluorogenic substrate, 60 min | Potency, µM (series often up to 57.5 µM), without a hit: at the top dose activity change, negative = inhibition, actives largely listed as inhibitors | 340,000 compounds, 0.006% hits | AID 504937; further: potency means the concentration at half of the fitted maximal effect
Target sequence (P17405 47-631 limits assumed): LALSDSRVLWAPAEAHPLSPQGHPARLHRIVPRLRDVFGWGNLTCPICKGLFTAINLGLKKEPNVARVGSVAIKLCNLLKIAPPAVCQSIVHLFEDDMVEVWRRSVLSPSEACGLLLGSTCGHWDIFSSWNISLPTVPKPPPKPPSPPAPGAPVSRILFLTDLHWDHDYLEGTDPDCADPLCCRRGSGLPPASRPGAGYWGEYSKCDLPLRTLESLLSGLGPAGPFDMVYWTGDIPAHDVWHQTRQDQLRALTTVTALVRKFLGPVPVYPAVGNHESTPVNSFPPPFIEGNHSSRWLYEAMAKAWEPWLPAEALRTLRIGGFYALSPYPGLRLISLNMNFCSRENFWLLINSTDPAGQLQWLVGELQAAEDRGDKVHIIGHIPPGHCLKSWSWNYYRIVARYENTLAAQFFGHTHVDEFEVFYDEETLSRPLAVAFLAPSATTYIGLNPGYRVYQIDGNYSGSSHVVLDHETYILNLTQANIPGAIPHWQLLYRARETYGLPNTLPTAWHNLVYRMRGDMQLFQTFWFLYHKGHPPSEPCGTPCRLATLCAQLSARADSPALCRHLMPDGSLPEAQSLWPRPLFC
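Fluorescence read-out (Ex 386 nm, Em 447 nm) after stopping the reaction at pH 10. Enzyme: ASM from human placenta; substrate HMU-PC0, 9 uM final; 60 min, 37 °C. Compound preincubation 10 min, ambient temperature.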
TSHR antagonist = human thyrotropin receptor antagonism; 330,000 compounds, 0.2% hits; AID 504810; P16473; TSHR-expressing cells, TSH-stimulated cAMP HTRF, 2 h; hits give low values; activity change, negative = inhibition, % at 11.5 µM;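 active means activity change below a set negative limit, meaning inhibition stronger than a set level, cut at about -70% in these data; inconclusive means activity change between two set negative limits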; further: on the % scale 0 is the no-effect control and ±100 the full control effect
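Read-out is FRET at 665 nm (cryptate excitation 337 nm) from a cryptate-tagged anti-cAMP antibody, competed by cell cAMP against cAMP-d2. Compounds are tested on freshly harvested TSHR cells challenged with 4nM TSH (EC80) for 2 hours at 37 deg C.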
Active calls of the source: *; ? = inconclusive; / = no result given; [ ] = dose if it differs, or a comment. Unless noted, the call rests on the fitted dose curve; in most records, active means well fitted curve in the direction sought with a large enough effect; inconclusive means small, poorly fitted or top-dose-only effect, or another doubt; inactive means no such curve, though single readings can be large; an effect the other way counts as inactive or inconclusive. This is a subset; rates above refer to the full screens.

SMILES	USP2a inh	Mito fusion act	Eya2 phos inh	GALK inh	Menin-MLL TR inh	hERG WT inh	MBNL1 CUG block	PKM2 act	Chronic BCR inh	ASM inhibitor	TSHR antagonist
O=C(CC1N=C2c3ccccc3N=C(SCc3ccccc3Cl)N2C1=O)NCc1ccco1 (stereo not drawn)	1%	13%	-13%	0%	-6%	3	-9%	-2%	-19%	15%	-6
NC(=O)COc1ccccc1C1=NO[C@@](CC(=O)O)(C(=O)Nc2ccc3c(c2)OCCO3)C1	-8%	0%	-5%	-2%	0%	1	-5%	/	1%	-2%	2
O=C(NC1CCCCC1)c1ccc(Cl)c(NC(=O)c2ccccc2F)c1	1%	0%	1%	2%	7%	/	-6%	-9%	-5%	/	-1
CC(=O)Nc1cccc(/C(C)=N/NC(=S)NC(C)C)c1	2%	1%	1%	0%	7%	-1	3%	-2%	?	3%	-6
O=C(O)CCC(=O)OCC1CCCCC1	-2%	2%	0%	-5%	8%	29	0%	7%	-3%	2%	-13
CCc1noc(C)c1C(=O)Nc1nc(-c2ccc(OC)cc2OC)cs1	3%	2%	0%	/	/	-1	/	/	13%	-2%	-2
O=C(NNC(=O)c1ccc(NC(=O)C2CC2)cc1)c1ccc(F)cc1	1%	3%	-2%	-4%	/	7	-2%	/	6%	-2%	2
Fc1ccc2c(c1)C(c1ccncc1)=NNC(c1ccccc1)=N2	-2%	2%	-32%	1%	3%	2	-8%	-10%	?	2%	15
Cc1ccc(C(=O)CSc2nnc3n2CCCCC3)s1	2%	-13%	-4%	/	/	1	/	/	-9%	-1%	5
Nc1c(C(=O)Nc2ccc(F)cc2)nnn1-c1cccc(C(F)(F)F)c1	1%	-10%	9%	0%	25%	9	4%	2%	?	-1%	-18
CCCSc1ccc(-c2nn(-c3ccccc3)cc2/C=C(/C#N)C(=O)N2CCOCC2)cc1	-7%	14%	-8%	0%	-6%	-3	/	-5%	1%	8%	0
Cc1ccc(C)c(NCC(=O)NNC(=S)Nc2ccccc2)c1	0%	2%	-3%	0%	14%	-75*	-5%	3%	-3%	-2%	-4
CC(=O)Nc1ncc2c(n1)CC(c1ccco1)CC2=O (stereo not drawn)	7%	1%	2%	2%	-1%	12	2%	-2%	11%	42%	8
CC1CCCN(S(=O)(=O)c2cccc3nonc23)C1 (stereo not drawn)	6%	6%	9%	-2%	/	-2	?	0%	7%	0%	4
NC(=O)C1CCN(c2nc(C3CC3)nc3c2nnn3Cc2ccccc2)CC1	-9%	6%	8%	-2%	-2%	-5	4%	-3%	-14%	3%	1
CC(C)CN(C(=O)COC(=O)Cc1cccc2ccccc12)c1c(N)n(Cc2ccccc2)c(=O)[nH]c1=O	-2%	-4%	-2%	/	/	3	/	/	-7%	/	-5
CN(CC(=O)Nc1ccc(Cl)cc1)C(=O)c1sccc1-c1ccccc1	0%	12%	-14%	/	/	-7	/	/	1%	-6%	-10
CN(C)S(=O)(=O)N1CCN(C(=O)c2cccs2)CC1	2%	-2%	20%	-4%	-1%	15	0%	-1%	-8%	-1%	-1
Cc1nnc(SCC(=O)Nc2sccc2C#N)n1Cc1ccccc1	/	4%	/	2%	6%	5	2%	-7%	/	3%	/
COC(=O)C(Cc1ccc(O)cc1)NC(=O)C12CC3CC(CC(C3)C1)C2 (stereo not drawn)	2%	12%	-7%	2%	-8%	-2	-5%	-4%	-1%	3%	-16

In the list so far, these contain an aryl thioether with sulfur outside any ring:
SMILES	USP2a inh	Mito fusion act	Eya2 phos inh	GALK inh	Menin-MLL TR inh	hERG WT inh	MBNL1 CUG block	PKM2 act	Chronic BCR inh	ASM inhibitor	TSHR antagonist
Cc1ccc(C(=O)CSc2nnc3n2CCCCC3)s1	2%	-13%	-4%	/	/	1	/	/	-9%	-1%	5
CCCSc1ccc(-c2nn(-c3ccccc3)cc2/C=C(/C#N)C(=O)N2CCOCC2)cc1	-7%	14%	-8%	0%	-6%	-3	/	-5%	1%	8%	0
Cc1nnc(SCC(=O)Nc2sccc2C#N)n1Cc1ccccc1	/	4%	/	2%	6%	5	2%	-7%	/	3%	/

Next part
SMILES	USP2a inh	Mito fusion act	Eya2 phos inh	GALK inh	Menin-MLL TR inh	hERG WT inh	MBNL1 CUG block	PKM2 act	Chronic BCR inh	ASM inhibitor	TSHR antagonist
O=c1c(/C=C(\O)c2ccc(F)cc2)nc2ccccc2n1-c1ccccc1	4%	3%	-9%	0%	-7%	-25	-2%	-5%	?	52%[activator]	-6
O=C(NC1CCCc2ccccc21)c1cncc(Br)c1 (stereo not drawn)	5%	2%	13%	-1%	-1%	3	-9%	-7%	2%	2%	1
CCC1=NN(C(=O)c2ccc(Cl)cc2)C(O)(c2ccc(C)cc2)C1 (stereo not drawn)	0%	-8%	-13%	-4%	6%	-6	-1%	-6%[11.5 µM]	?	-15%	5
CCCCn1c(=O)c(CCC(=O)OCC(=O)NC(=O)NCCC(C)C)nc2ccccc21	2%	4%	-4%	-2%	?	2	-1%	0%	-4%	4%	3
COc1ccc(OCc2cc(C(=O)NCC(C)Oc3cccnc3)no2)c(Cl)c1 (stereo not drawn)	4%	4%	-5%	-4%	/	-9	-2%	1%	?	/	-8
Cn1c(=O)[nH]c(=O)c2c1nc(NCCCn1ccnc1)n2Cc1cccc(Br)c1	3%	-5%	9%	-4%	3%	-12	-4%	4%	?	-2%	-4
COc1cc(/C=N/Nc2nc(=O)[nH]nc2C)cc(OC)c1O	0%	-1%	-5%	8%	10%	1	?	-23%	-9%	-2%	-8
COC(=O)c1cccc(N(C(=O)c2ccco2)C(C(=O)NC2CCCC2)c2ccco2)c1 (stereo not drawn)	0%	-1%	-1%	0%	3%	-7	24%	5%	0%	-3%	-12
Fc1cccc(CSc2nnc3c(n2)[nH]c2ccccc23)c1	4%	15%	-6%	3%	/	-34	-8%	-2%	?	0%	-7
O=C(Nc1ccccc1)Nc1ccc(NC(=O)c2ccccc2O)cc1	4%	7%	5%	3%	?	28	-7%	/	6%	-6%	7
CCOc1ccc(NC(=O)CN2C(=O)COc3ccc(S(=O)(=O)N4CCCCC4)cc32)cc1	1%	7%	-8%	7%	12%	-6	-4%	/	10%	-1%	10
Cc1cc(C)cc(N=Cc2[nH]c3ccc(Br)c(Cl)c3c2O)c1	11%	5%	5%	-3%	7%	-11	-8%	-5%	?	-9%	0
Cc1ccc(NC(=O)[C@H](C)NC(=O)C2CCN(C(=O)[C@H](CC(C)C)NC(=O)OC(C)(C)C)CC2)cc1	2%	1%	13%	-1%	?	-2	-3%	/	?	-1%	-9
CC(=O)NCc1ccc(S(=O)(=O)N/N=C/c2ccc(N(C)C)cc2)cc1	2%	3%	5%	-3%	-5%	-3	?	-11%	-4%	6%	6
CC(=O)c1cccc(NC(=O)/C(=C\c2cccnc2)NC(=O)c2ccccc2)c1	1%	-2%	-15%	-2%	8%	1	2%	/	13%	-2%	5
CCCCC(=O)Nc1cccc(NC(=O)c2ccccc2Br)c1	0%	5%	7%	2%	9%	-30	-1%	-2%	5%	-1%	-4
CN(C)/C=N/c1nc2nccc(-c3ccc(F)cc3)n2n1	-4%	16%	13%	-2%	1%	5	9%	-4%	-13%	358%[activator]	-7
O=C(c1c[nH]c(C(=O)C(Cl)(Cl)Cl)c1)c1ccccc1Br	0%	-4%	20%	-2%	4%	-18	-5%	8%	1%	0%	8
